# DT40 TDP1 no CPT: qHTS for Inhibitors of human tyrosyl-DNA phosphodiesterase 1 (TDP1): qHTS in cells in absence of CPT; DT40 Tdp1-/- hTDP1 cells, no CPT, ATP luminescence, 48 h; Potency, µM (highest dose often 46.2 µM), for the others: at the highest dose activity change, negative = growth inhibition, most hits filed as inhibitors; 15% of 420,000 active; AID 686978, 2013; note: nearly all actives have a fitted effect of over 55% in size
#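 Chicken DT40 Tdp1-/- cells complemented with human TDP1, screened without camptothecin (DMSO vehicle only), 400 cells/well. Compounds pin-transferred, cells incubated at 37 °C for at least 48 hr. Growth read as ATP-dependent luminescence (CellTiter-Glo, 30 min at RT).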
# TDP1 inh: qHTS Assay for Inhibitors of Tyrosyl-DNA Phosphodiesterase (TDP1); recombinant TDP1, AlphaScreen DNA substrate cleavage; Potency, µM (top dose mostly 130 µM), for inactives: top-dose activity change, negative = inhibition, hits mostly inhibitors; 0.28% of 350,000 active; AID 485290, 2010; note: nearly all actives have a fitted effect of over 40% in size
# Target sequence (Q9NUW8 whole entry, looked up): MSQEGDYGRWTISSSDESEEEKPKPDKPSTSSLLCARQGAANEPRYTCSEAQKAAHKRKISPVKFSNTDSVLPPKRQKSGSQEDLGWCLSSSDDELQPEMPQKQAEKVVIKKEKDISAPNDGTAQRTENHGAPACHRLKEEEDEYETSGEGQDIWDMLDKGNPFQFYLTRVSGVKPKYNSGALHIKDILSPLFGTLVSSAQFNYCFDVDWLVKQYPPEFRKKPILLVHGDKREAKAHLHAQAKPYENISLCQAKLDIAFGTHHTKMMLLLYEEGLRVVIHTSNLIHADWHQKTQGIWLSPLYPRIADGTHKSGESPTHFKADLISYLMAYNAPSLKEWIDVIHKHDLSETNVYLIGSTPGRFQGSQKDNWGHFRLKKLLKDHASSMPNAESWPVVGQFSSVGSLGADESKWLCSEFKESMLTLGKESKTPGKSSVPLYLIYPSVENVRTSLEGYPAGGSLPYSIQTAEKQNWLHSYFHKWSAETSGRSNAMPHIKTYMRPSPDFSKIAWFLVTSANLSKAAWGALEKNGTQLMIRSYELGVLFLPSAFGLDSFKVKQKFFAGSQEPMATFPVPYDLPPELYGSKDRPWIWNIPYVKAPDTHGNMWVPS
#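 AlphaScreen read-out: signal falls as enzyme removes the 3' tyrosine-FITC from a 5'-biotinylated DNA oligo (15 nM, 5 min, RT). Enzyme was E. coli-made recombinant Tdp1 at 1 nM, exposed to compound for 15 min beforehand; beads 10 ug/ml, 10 min.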
# TDP1 cell CPT: qHTS for Inhibitors of human tyrosyl-DNA phosphodiesterase 1 (TDP1): qHTS in cells in presence of CPT; Potency, µM (series often up to 46.2 µM), for inactives: at the top dose activity change, negative = growth inhibition, usual class: inhibitors; 12% of 420,000 active; AID 686979, 2013; chicken DT40 Tdp1-/-;hTDP1 cells + 20 nM CPT, ATP luminescence, 48 h; note: nearly all actives have a fitted effect of over 55% in size
#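 Cell growth measured by CellTiter-Glo luminescence after a minimum 48 h, 37 C compound exposure with 20 nM CPT in Tdp1-knockout DT40 cells stably expressing hTDP1, seeded 400/well; qHTS titration format.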
# The depositor's hits bear a star; ? = inconclusive; . = not tested or not shown; & = joins results of further samples; [ ] = another dose, or the depositor's remark. Calls come from the whole dose curve; as a rule, active = well fitted curve in the direction sought with a large enough effect; inconclusive = small, poorly fitted or top-dose-only effect, or another doubt; inactive = no such curve, though single readings can be large; an effect the other way counts as inactive or inconclusive. % is set by controls: 0 for no effect and ±100 for the full control effect; potency is the fitted concentration of half-maximal effect.
SMILES	DT40 TDP1 no CPT	TDP1 inh	TDP1 cell CPT
CN1CCN(C2(CNC(=O)c3ccc([N+](=O)[O-])cc3)CCCCC2)CC1	-1%	-4%	-7%
Cc1ccc(NC(=S)N(CCCN2CCN(C)CC2)Cc2cccs2)cc1C	-28%	2%	-10%
O=S(=O)(Cc1ccccc1)NCCc1ccc(F)cc1	-16%	.	-25%
Cc1ccc(NC(=O)Cn2c(=O)oc3cc(S(=O)(=O)N4CCC(C)CC4)ccc32)cc1C	?	5%	15µM*
COc1ccc(CN2CCNC(=O)C2CC(=O)N(C)Cc2cc(C)no2)cc1OC (configuration not stated)	-1%	3%	6%
CC(=O)c1c(C)nc(-c2ccccc2)n1O	-18%	2%	-20%
Cc1oc(-c2ccccc2Cl)nc1CS(=O)(=O)CC(=O)NCCN1CCOCC1	-10%	.	-2%
Cc1noc(C)c1CSCC(=O)N(C)CC(=O)Nc1ccccc1C(F)(F)F	-4%	0%	9%
CC(Sc1nnc(-c2ccccc2)c(-c2ccccc2)n1)C(=O)N1CCc2ccccc21 (configuration not stated)	16µM*	-3%	?
COc1cccc(-c2cc(C(=O)N/N=C/c3ccco3)c3ccccc3n2)c1	0.92µM*	5%	?
Cc1cc(OCc2ccc(F)cc2)nc(-c2ccccc2O)n1	-17%	?	0%
CC(CC(=O)NC1CCSC1=O)c1ccccc1 (configuration not stated)	-4%	1%	-8%
CCCc1ccc2oc(C(=O)N3CCN(CC(=O)NC(C)C)CC3)c(C)c2c1	?	6%	?
CNCC(=O)NCC(=O)N[C@@H](Cc1ccccc1)C(=O)N[C@@H](CC(C)C)C(=O)O	-15%[4.12 µM]	-7%	-17%[4.12 µM]
COC(=O)c1c(-c2ccc(Br)cc2)csc1NC(=O)Cc1ccc(OC)c(OC)c1	10µM*	-2%	?

# The last three compounds of the section before come first, to join the parts.
SMILES	DT40 TDP1 no CPT	TDP1 inh	TDP1 cell CPT
CCCc1ccc2oc(C(=O)N3CCN(CC(=O)NC(C)C)CC3)c(C)c2c1	?	6%	?
CNCC(=O)NCC(=O)N[C@@H](Cc1ccccc1)C(=O)N[C@@H](CC(C)C)C(=O)O	-15%[4.12 µM]	-7%	-17%[4.12 µM]
COC(=O)c1c(-c2ccc(Br)cc2)csc1NC(=O)Cc1ccc(OC)c(OC)c1	10µM*	-2%	?
N=C1/C(=C\c2ccc(SCc3ccccc3)o2)C(=O)N=C2SC(CC(=O)N3CCOCC3)=NN12	-8%	4%	-10%
Cc1cc(-c2ccccc2)c2ccc(NC(=O)C(C)(C)C)nc2n1	15µM*	.	21µM*
CCOC(=O)c1cnc2c(cnn2C)c1Cl	-24%	-6%	-29%
COc1cccc(NC(=O)CSc2ccc3nnc(-c4ccncc4)n3n2)c1	-7%	9%	5%
COc1cccc(N(C(=O)c2ccco2)C(C(=O)NC2CCCC2)c2ccc(N(C)C)cc2)c1 (configuration not stated)	16µM*	-5%	?
COc1cccc(-c2nnc(NC(=O)c3ccc(S(=O)(=O)N(CC(C)C)CC(C)C)cc3)o2)c1	4.6µM*	14%	3.7µM*
Cc1cc(C)nc(SCC(=O)Nc2ccc(S(=O)(=O)Nc3nccs3)cc2)n1	-19%	1%	2%
CC(=O)c1cccc(NC(=O)c2onc(C)c2Cl)c1	-13%	-1%	14%
Cc1ccc(C(=O)Nc2ccccc2N2CCCC2)cc1	?	.	-1%
COc1ccc(NC(=O)C(=O)NCC2CCCN2S(=O)(=O)c2cccs2)cc1 (configuration not stated)	2.1µM*	0%	2.3µM*
CC(c1nc2ccccc2[nH]1)n1c(=O)c(-c2cccs2)nc2ccccc21 (configuration not stated)	?	.	?
COc1ccc(NC(=O)CC2SC(=Nc3ccccc3)NC2=O)cc1 (configuration not stated)	?	4%	?
O=c1c2c3n(c(=O)nc2[nH]n1-c1ccccc1)CCCCC3	-35%	0%	6%
CC1(C(=O)NCc2ccc(C(F)(F)F)cc2)CCN1Cc1ccccc1OC(F)F (configuration not stated)	23µM*	.	?
Cc1ccc(NC(=S)N/C(=N/S(=O)(=O)c2ccccc2)c2ccccc2)cc1	0%&-22%	1%	2%&-17%
Cc1ccc(N(CC(C)C)S(=O)(=O)c2nnc(NC(=O)C(C)C)s2)cc1	?	.	?
Cc1nn(C)cc1C(=O)NNC(=S)Nc1ccccc1	3%	6%	-1%
COCCCNC(=O)C[C@H]1C[C@H](C(=O)N2CCOCC2)[C@@]2(CCC3CCCC3)c3[nH]c4cc(CCC(=O)N(C)C)ccc4c3CCN2C1=O	-8%	0%[56.1 µM]	0%
COc1ccc(S(N)(=O)=O)cc1C(=O)NCCCN1CCN(c2ccccc2OC)CC1	-17%	-5%	3%
COc1ccccc1C(=O)N1CCCC1(C#N)c1ccccc1 (configuration not stated)	-10%	7%	-1%
O=C(Nc1cccn(Cc2c(Cl)cccc2Cl)c1=O)c1ccc(Cl)cc1Cl	?	-2%	?
COC(=O)COc1cccc(NC(=O)c2cc(OC)cc(OC)c2)c1	-13%	2%	3%
CC(C)c1cnc2c(c1SCC(=O)c1ccc(Cl)cc1)c(=O)n(C)c(=O)n2C	23µM*	3%	18µM*
CCCCCCn1c(SCCOC)nc2c1c(=O)[nH]c(=O)n2C	?	.	?
O=C(Nc1cccc(-c2csc(Nc3cccc(C(F)(F)F)c3)n2)c1)c1cc([N+](=O)[O-])cc(C(F)(F)F)c1	5.8µM*	8%	7.3µM*
COc1cc(OC)c(Nc2nc3ccccc3nc2-n2nc(C)cc2C)cc1Cl	?	0%	-10%
Nc1nc(N)c2cc(Sc3ccc4ccccc4c3)ccc2n1	8.2µM*	6%	18µM*
C[C@]1(Cn2ccnn2)[C@H](C(=O)O)N2C(=O)C[C@H]2S1(=O)=O	-15%	.	7%
Cc1ccc(NC(=O)c2ncn(CCCNCCCN(C)C)n2)cc1C	?	.	?
CC(C)(C)c1cc(NC(=O)Nc2ccccc2)no1	-24%	.	?

# Continuation.
mol | DT40 TDP1 no CPT | TDP1 inh | TDP1 cell CPT
CC1(C)Cc2cccc(OCC(=O)N3CCN(c4ccccc4F)CC3)c2O1 | ? | -16% | ?
CCN1C(=O)[C@H]2[C@@H](c3ccc(-c4ccc(F)cc4)c(OC)c3)N[C@@](C)(C(=O)OC)[C@H]2C1=O | ? | . | 13µM*
O=C1CC2CCCC(C1)S2=O (configuration not stated) | 4% | . | 2%
C=CCNC(=O)C1CC(=O)N(c2ccc(OCC(=O)Nc3ccc(Cl)c(C(F)(F)F)c3)cc2)C1 (configuration not stated) | ? | 4% | -9%
Cc1ccccc1-c1nc2cc(NC(=O)c3cccc(OCCC(C)C)c3)ccc2o1 | 5.2µM* | 6%[12.3 µM] | 23µM*
CN[C@@H]1[C@@H](O)[C@@H](O[C@@H]2[C@H](O)[C@H](O[C@H]3OC(CN)=CC[C@H]3N)[C@@H](N)C[C@H]2N)OCC1(C)O (some centres not stated) | -2% | . | 1%
CC(=O)Oc1ccc(-c2ccc(C(=O)OCC(=O)N(C)CC(=O)Nc3ccccc3Cl)cc2)cc1 | -16% | 1% | ?
CC1=C(C(=O)OCc2ccc3c(c2)OCO3)C(c2ccccc2OCc2ccccc2)NC(=O)N1 (configuration not stated) | 26µM* | 5% | ?
COc1ccc(N(CC(=O)Nc2ccc(S(=O)(=O)N3CCCC3)cc2)S(C)(=O)=O)cc1OC | -10% | 2% | -13%
COC(=O)c1cc(NC(=O)CSC2=NCCS2)cc(C(=O)OC)c1 | 0% | 2% | -1%
CCn1c2ccccc2c2cc(NC(=O)CC(C)=O)ccc21 | -1% | 4% | -2%
CCOc1cc(C2C3=C(CCCC3=O)N(CCC(=O)O)C3=C2C(=O)CCC3)ccc1OS(=O)(=O)c1ccc(C)cc1 | 4% | -10% | 12%
COc1ccc(NC(=O)CC(Cc2ccccc2)C(=O)O)cc1 (configuration not stated) | -14% | 2% | -16%
COc1ccc(OC)c(CC(NC(C)=O)C(=O)NC2CCN(c3nc(OC)nc(OC)n3)CC2)c1 (configuration not stated) | 10% | -1% | -8%
Cc1cc(C)c(S(=O)(=O)NCCSCc2ccco2)c(C)c1 | ? | 2% | ?
Cc1ccc(C2CC(C(F)F)n3ncc(C(=O)Nc4cnn(Cc5ccccc5C)c4)c3N2)cc1 (configuration not stated) | ? | 7% | ?
CCC(=O)N1CCc2cc(S(=O)(=O)CCC(=O)NC3CCCCC3)ccc21 | -21% | 0% | -4%
CNC(=O)N(C1=NCC(C)S1)c1ccc(F)cc1F (configuration not stated) | -15% | 9% | ?
CC(C)=CCCC(C)CN1CCC(O)CC1 (configuration not stated) | -10% | 0% | -7%
CCCCC(CC)C(=O)Nc1ccc(S(=O)(=O)Nc2nccs2)cc1 (configuration not stated) | 1% | 3% | -6%
COc1ccc(OCCOC(=O)CN2C(=O)NC3(CCCC3)C2=O)cc1 | -17% | . | ?
NC(=O)c1ccc[n+](Cc2cccc3ccccc23)c1 | -2% | 5% | -5%
CC(=O)Nc1ccc(Nc2cc(N(C)C)c3nonc3c2[N+](=O)[O-])cc1 | -14% | . | 9%
COc1cccc(-c2nc(CS(=O)(=O)CC(=O)N3CCN(c4cc(C)ccc4C)CC3)c(C)o2)c1 | 3.7µM* | 2% | 3.3µM*
O=C(CN1C(=O)/C(=C/c2ccco2)SC1=S)Nc1ccc(C(=O)O)c(O)c1 | -18% | . | -11%
Cc1cccc(C(=O)Nc2ccc(C(=O)OCc3cc(=O)n4nc(CC(C)C)sc4n3)cc2)c1 | ? | 4% | -8%
CCOc1cc(C(=O)Nc2ccc(S(=O)(=O)Nc3nnc(CC)s3)cc2)cc(OCC)c1OCC | -7% | . | -9%

# Gathered by group: the compounds so far containing a halogen (18)
mol | DT40 TDP1 no CPT | TDP1 inh | TDP1 cell CPT
O=S(=O)(Cc1ccccc1)NCCc1ccc(F)cc1 | -16% | . | -25%
Cc1oc(-c2ccccc2Cl)nc1CS(=O)(=O)CC(=O)NCCN1CCOCC1 | -10% | . | -2%
Cc1noc(C)c1CSCC(=O)N(C)CC(=O)Nc1ccccc1C(F)(F)F | -4% | 0% | 9%
Cc1cc(OCc2ccc(F)cc2)nc(-c2ccccc2O)n1 | -17% | ? | 0%
COC(=O)c1c(-c2ccc(Br)cc2)csc1NC(=O)Cc1ccc(OC)c(OC)c1 | 10µM* | -2% | ?
CCOC(=O)c1cnc2c(cnn2C)c1Cl | -24% | -6% | -29%
CC(=O)c1cccc(NC(=O)c2onc(C)c2Cl)c1 | -13% | -1% | 14%
CC1(C(=O)NCc2ccc(C(F)(F)F)cc2)CCN1Cc1ccccc1OC(F)F (configuration not stated) | 23µM* | . | ?
O=C(Nc1cccn(Cc2c(Cl)cccc2Cl)c1=O)c1ccc(Cl)cc1Cl | ? | -2% | ?
CC(C)c1cnc2c(c1SCC(=O)c1ccc(Cl)cc1)c(=O)n(C)c(=O)n2C | 23µM* | 3% | 18µM*
O=C(Nc1cccc(-c2csc(Nc3cccc(C(F)(F)F)c3)n2)c1)c1cc([N+](=O)[O-])cc(C(F)(F)F)c1 | 5.8µM* | 8% | 7.3µM*
COc1cc(OC)c(Nc2nc3ccccc3nc2-n2nc(C)cc2C)cc1Cl | ? | 0% | -10%
CC1(C)Cc2cccc(OCC(=O)N3CCN(c4ccccc4F)CC3)c2O1 | ? | -16% | ?
CCN1C(=O)[C@H]2[C@@H](c3ccc(-c4ccc(F)cc4)c(OC)c3)N[C@@](C)(C(=O)OC)[C@H]2C1=O | ? | . | 13µM*
C=CCNC(=O)C1CC(=O)N(c2ccc(OCC(=O)Nc3ccc(Cl)c(C(F)(F)F)c3)cc2)C1 (configuration not stated) | ? | 4% | -9%
CC(=O)Oc1ccc(-c2ccc(C(=O)OCC(=O)N(C)CC(=O)Nc3ccccc3Cl)cc2)cc1 | -16% | 1% | ?
Cc1ccc(C2CC(C(F)F)n3ncc(C(=O)Nc4cnn(Cc5ccccc5C)c4)c3N2)cc1 (configuration not stated) | ? | 7% | ?
CNC(=O)N(C1=NCC(C)S1)c1ccc(F)cc1F (configuration not stated) | -15% | 9% | ?

# Source: PubChem BioAssay
